Assay outcomes deposited in PubChem by several laboratories.
LYP act: LYP (human) phosphatase activation; Q9Y2R2; recombinant LYP, DiFMUP fluorescence; 0 = plate median, 100 = signal doubled; activation, % at 2 µM; 96,000 tested, 0.11% active; AID 697;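 active = activation at 2 µM above a set limit, the mean plus 5 SD, cut at about 37% in these data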
Fibroblast inh: blocks proliferation of human lung fibroblasts; LL 47 human lung fibroblast viability, ATP luminescence; hits give low values; viability, % at 10 µM; 85,000 tested, 1.1% active; AID 719;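 active = viability at or below 50% in the single dose screen; inactive = viability above 50%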;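 note: compound exposure lasted 72 h before the ATP readout; 100% = median luminescence of untreated cell-only wells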
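Signal: luminescent ATP detection, CellTiter-Glo; assay system: LL 47 human lung fibroblasts; input: 1,150 cells/well; incubation: overnight cell rest, 72 h compound treatment at 37 °C; measure: % viability versus median cells-only luminescence; medium: IMEM growth medium with 15% fetal bovine serum; dosing: compound addition at 0.1% DMSO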
S1P2 antag: antagonists of human S1P2 receptor | O95136 | cell-based S1P2 antagonist assay, inhibition at 5 uM | inhibition, % at 5 µM | 97,000 tested, 0.21% active | AID 736; in the data active = inhibition above about 45%;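 note: CRE beta-lactamase reporter cells expressing human S1P2 stimulated with S1P; 0% = agonist at EC80 alone and 100% = agonist plus reference antagonist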
Target sequence (O95136 whole entry, looked up): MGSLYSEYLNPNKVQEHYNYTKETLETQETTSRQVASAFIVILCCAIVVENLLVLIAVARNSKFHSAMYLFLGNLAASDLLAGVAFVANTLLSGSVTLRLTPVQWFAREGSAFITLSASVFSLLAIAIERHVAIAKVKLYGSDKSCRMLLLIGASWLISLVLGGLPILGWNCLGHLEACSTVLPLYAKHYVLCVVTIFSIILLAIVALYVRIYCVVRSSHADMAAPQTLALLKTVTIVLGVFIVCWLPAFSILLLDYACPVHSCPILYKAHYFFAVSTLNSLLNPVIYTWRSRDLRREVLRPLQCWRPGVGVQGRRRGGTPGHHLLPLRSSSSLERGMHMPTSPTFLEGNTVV
H69AR growth 86K: blocks growth of human H69AR lung tumor cells. H69AR lung tumor viability, ATP luminescence, 72 h; hits give low values. viability, % at 10 µM. 85,000 tested, 6% active. AID 598;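 active = viability at or below 40%; inactive = viability above 40%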;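 note: multidrug resistant small cell line overexpressing MRP-1 efflux transporter; 100% = mean luminescence of untreated control wells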
PostGolgi ctrl: yeast control strain growth, post-Golgi counter-screen; 98,000 tested, 5% active; inhibition, % at 10 µM; efflux-deficient yeast background strain, growth absorbance A615, 16 h; in the data active = inhibition above about 30%
HUVEC inhibit: inhibitors of human endothelial cell proliferation; viability, % at 10 µM (by protocol); 86,000 tested, 1.1% active; AID 648; HUVEC proliferation, CellTiter-Glo luminescence, 72 h; hits give low values;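 active = viability at or below 30%; inactive = viability above 30%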;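 note: 100% = median luminescence of DMSO-only cell control wells on each plate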
sEH activator: activators of human soluble epoxide hydrolase. activation, % at 2 µM. purified human sEH enzymatic activity, activator screen. AID 717. 91,000 tested, 0.04% active; in the data active = activation above about 37%; note: values of inactives mirror those of a sister screen read the other way
Target sequence (P34913 whole entry, looked up): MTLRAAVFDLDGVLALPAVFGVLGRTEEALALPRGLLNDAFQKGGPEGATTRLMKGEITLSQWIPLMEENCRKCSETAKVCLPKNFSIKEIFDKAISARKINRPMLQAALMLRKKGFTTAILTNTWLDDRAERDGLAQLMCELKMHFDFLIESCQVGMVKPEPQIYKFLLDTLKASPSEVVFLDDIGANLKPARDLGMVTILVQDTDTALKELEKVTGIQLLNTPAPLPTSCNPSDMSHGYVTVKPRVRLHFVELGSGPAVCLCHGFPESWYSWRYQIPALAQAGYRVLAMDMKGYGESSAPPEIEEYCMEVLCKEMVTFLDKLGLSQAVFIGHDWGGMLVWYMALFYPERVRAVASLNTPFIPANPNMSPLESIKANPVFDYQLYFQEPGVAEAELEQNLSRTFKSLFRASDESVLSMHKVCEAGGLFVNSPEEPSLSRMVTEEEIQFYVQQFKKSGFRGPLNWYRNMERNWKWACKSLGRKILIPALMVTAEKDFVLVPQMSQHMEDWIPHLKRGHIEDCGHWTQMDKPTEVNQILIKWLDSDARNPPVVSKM
sEH inhibitor: inhibitors of human soluble epoxide hydrolase. recombinant human sEH enzymatic activity assay. 91,000 tested, 0.34% active. inhibition, % at 2 µM; in the data active = inhibition above about 80%; note: values of inactives mirror those of a sister screen read the other way; many of its hits are not listed in these tables
S1P2 agonist: activates the human S1P2 receptor; AID 729; O95136; S1P2-expressing cell line, agonist reporter read-out; activation, % at 4.5 µM; 97,000 tested, 0.46% active; in the data active = activation above about 16%;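 note: 0% = vehicle low control and 100% = maximal reference agonist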
* hit, by the source's call; . = no result given.

SMILES	LYP act	Fibroblast inh	S1P2 antag	H69AR growth 86K	PostGolgi ctrl	HUVEC inhibit	sEH activator	sEH inhibitor	S1P2 agonist
CC(C)NC(=O)c1ccc(-c2cccc(C(F)(F)F)c2)o1	-8	105	2	92	3	111	0	3	-2
O=C(CNCC1CCCO1)Nc1ccc(N2CCCCCC2)cc1 (configuration not stated)	.	102	.	83	2	90	.	.	.
Cc1cc(C)c2c(C)c(C(=O)NCc3ccncc3)oc2c1	-5	91	-7	101	.	102	-5	8	-2
COc1ccc(-n2ncc3c(N4CCC(C(N)=O)CC4)ncnc32)cc1	-11	94	1	82	-3	97	.	.	-5
O=[N+]([O-])c1ccc(N2CCN(S(=O)(=O)c3ccc(Cl)cc3)CC2)cc1NCc1cccnc1	-20	.	16	.	11	.	0	1	-2
Cc1cccc(N(C)S(=O)(=O)c2ccc3c(c2)CCC(=O)N3)c1	-4	.	18	.	6	.	-4	2	-8
C/C(=N\Oc1cccc(F)n1)c1ccc(Cl)cc1Cl	7	87	-18	101	17	97	-4	7	0
O=C(CCS(=O)(=O)Cc1ccccc1F)NCCCN1CCCCC1	16	100	11	101	8	106	-6	7	-7
CCCc1nccn1S(=O)(=O)c1cc(OC)ccc1OC	9	103	-14	93	-12	98	-7	7	-8
CC(=O)c1ccccc1NS(=O)(=O)c1c(C)nn(-c2ccccc2)c1C	-11	85	-2	72	26	101	3	-3	-6
CCOCCCNC(=S)NCCNc1nc2c(C)cccc2cc1C#N	1	.	-20	.	-1	.	8	-6	2
CCc1ccc(/C=C2/SC(=S)N(CC(=O)Nc3nc4ccccc4s3)C2=O)cc1	-1	.	-10	.	23	.	0	3	-3
CC(C)OC(=O)CCC1(C(=O)O)CCC(=O)NC1 (configuration not stated)	1	.	2	.	-3	.	.	.	-3
CCC(=O)Nc1ccccc1C(=O)OCC(=O)c1ccccc1	4	.	4	.	12	.	15	-16	-2
CCC(=O)N(Cc1cc2c(C)ccc(C)c2[nH]c1=O)C1CCCCC1	-4	93	-8	64	31*	92	9	-9	-6
C/C(=N\O)C(C)/[N+]([O-])=C/c1nc(C)c(C)n1O (configuration not stated)	2	91	5	98	.	103	-5	0	-4
O=C1CN(C(=O)C2CC2)c2ccccc2N1	-12	102	-3	96	-2	92	0	-1	-7
Cc1ccc(C)c(-n2c(Cc3cc(=O)[nH]c(=O)[nH]3)nnc2SC(C)C)c1	-1	94	18	87	1	98	3	-2	-3
O=c1[nH]c2cc(Cl)ccc2n1-c1ccccc1	10	100	-3	100	24	99	-3	3	-6
CCOC(=O)c1c(-c2ccccc2)n(C)c2ccc(O)cc12	2	90	-23	59	27	61	10	-10	-2
C[C@H](NC(=O)NCCc1ccccc1)C(=O)O	-2	87	20	.	5	94	17	-16	-5
O=C(N/N=C/c1ccccc1Br)c1ccc(CSc2cccc3cccnc23)cc1	-8	96	-18	83	2	101	-5	8	-4
Cc1cc(Br)cc(C)c1OCCCCN(C)C	-4	.	13	.	3	.	-3	2	-6
COc1ccc(CCNS(=O)(=O)c2ccc(N3CCCC3=O)cc2)cc1	-6	97	-10	110	.	97	-1	2	-6
COc1ccc(-c2nc3n(n2)C(c2cccnc2)C(C(N)=O)=C(C)N3)cc1 (configuration not stated)	6	101	29	104	-3	97	2	0	-5
CC(=O)Nc1ccc(S(=O)(=O)NC(CC(=O)NCCC2=CCCCC2)C(C)C)cc1 (configuration not stated)	-14	.	15	.	9	.	-13	12	-4
Nc1cc(-c2ccco2)no1	0	98	12	101	15	81	16	-15	-10
O=C(Cn1cnc([N+](=O)[O-])c1)Nc1cc(Oc2ccc(Cl)cc2Cl)cc([N+](=O)[O-])c1	-2	93	-3	9.9*	.	42	-22	24	-2
CCOC(=O)c1ccc(NC(=O)C2CCCO2)cc1 (configuration not stated)	18	116	10	107	8	107	12	-13	-3
CCOC(=O)N1CCN(C(=O)CSCC(=O)Nc2nc(-c3ccc(Cl)s3)cs2)CC1	-3	105	24	83	.	77	9	-8	-11

In another format: results already given
> Cc1cc(Br)cc(C)c1OCCCCN(C)C
  LYP act: -4
  Fibroblast inh: .
  S1P2 antag: 13
  H69AR growth 86K: .
  PostGolgi ctrl: 3
  HUVEC inhibit: .
  sEH activator: -3
  sEH inhibitor: 2
  S1P2 agonist: -6
> COc1ccc(CCNS(=O)(=O)c2ccc(N3CCCC3=O)cc2)cc1
  LYP act: -6
  Fibroblast inh: 97
  S1P2 antag: -10
  H69AR growth 86K: 110
  PostGolgi ctrl: .
  HUVEC inhibit: 97
  sEH activator: -1
  sEH inhibitor: 2
  S1P2 agonist: -6
> COc1ccc(-c2nc3n(n2)C(c2cccnc2)C(C(N)=O)=C(C)N3)cc1 (configuration not stated)
  LYP act: 6
  Fibroblast inh: 101
  S1P2 antag: 29
  H69AR growth 86K: 104
  PostGolgi ctrl: -3
  HUVEC inhibit: 97
  sEH activator: 2
  sEH inhibitor: 0
  S1P2 agonist: -5
> CC(=O)Nc1ccc(S(=O)(=O)NC(CC(=O)NCCC2=CCCCC2)C(C)C)cc1 (configuration not stated)
  LYP act: -14
  Fibroblast inh: .
  S1P2 antag: 15
  H69AR growth 86K: .
  PostGolgi ctrl: 9
  HUVEC inhibit: .
  sEH activator: -13
  sEH inhibitor: 12
  S1P2 agonist: -4

Next part:
SMILES	LYP act	Fibroblast inh	S1P2 antag	H69AR growth 86K	PostGolgi ctrl	HUVEC inhibit	sEH activator	sEH inhibitor	S1P2 agonist
O=C(CSC1=NCCS1)N1CCN(c2ccc(Cl)cc2)CC1	17	97	-7	59	4	93	-6	6	2
Cn1c(=O)c2c(nc(CN3CCC(C(N)=O)CC3)n2Cc2c(F)cccc2Cl)n(C)c1=O	1	99	12	86	3	100	13	-12	-8
CC1=NNC(=O)/C1=C\c1cn(-c2ccccc2)nc1-c1ccc(Cl)cc1	4	.	33	.	98*	.	-10	10	-14
O=C(CN(C1CCCCC1)S(=O)(=O)c1ccc(F)cc1)NCCCO	-7	102	5	105	5	102	4	-4	-3
O=C(c1coc2ccc(O)cc12)C1CC1	-6	118	11	99	6	113	3	-4	1
Cc1ccc(-c2noc(=O)n2CC(=O)Nc2ccc(S(=O)(=O)NC3CC3)cc2)cc1	-1	92	-11	94	4	77	9	-15	1
CC1(C)CC(=O)C2=C(C1)N=C1SCCC(=O)N1C2c1ccc(C(F)(F)F)cc1 (configuration not stated)	16	.	-2	.	10	.	10	-7	-2
CCn1cc(/C=N/NS(=O)(=O)c2ccc(C)cc2)c(C)n1	-2	.	0	.	4	.	4	-6	2
CCOc1ccc(C2NC(=O)NC(C)=C2C(=O)OC)cc1C (configuration not stated)	8	86	-1	95	4	92	-9	12	-2
O=C(NCN1CCc2ccccc2C1)c1cnccn1	26	99	10	89	-3	99	5	-3	-10

Fetched by structure from the list above (two):
SMILES	LYP act	Fibroblast inh	S1P2 antag	H69AR growth 86K	PostGolgi ctrl	HUVEC inhibit	sEH activator	sEH inhibitor	S1P2 agonist
Cc1ccc(-c2noc(=O)n2CC(=O)Nc2ccc(S(=O)(=O)NC3CC3)cc2)cc1	-1	92	-11	94	4	77	9	-15	1
O=C(NCN1CCc2ccccc2C1)c1cnccn1	26	99	10	89	-3	99	5	-3	-10

(more compounds)
SMILES	LYP act	Fibroblast inh	S1P2 antag	H69AR growth 86K	PostGolgi ctrl	HUVEC inhibit	sEH activator	sEH inhibitor	S1P2 agonist
O=C(c1cc(-c2ccc(O)cc2)on1)N1CCCc2ccccc21	-11	106	12	97	23	86	11	-9	-1
CCc1ccc(NC(=O)c2ccc3ncsc3c2)cc1	1	87	10	98	71*	82	-11	10	-8
CC1=C(C#N)C(Nc2ccc(Cl)cn2)(C(F)(F)F)C(=O)N1 (configuration not stated)	-15	94	13	94	9	91	5	-6	-3
Cc1cc(-c2ccccc2)nc(N2CCC(C(=O)NCc3ccccc3Cl)CC2)n1	1	99	-5	41	.	72	-82	82*	-2
Cc1cccc(N2C(=O)CC(Sc3nc(C)c4c(n3)CCCC4)C2=O)c1 (configuration not stated)	-1	89	2	86	28	94	-3	5	-7
CC(C)(C)C(=O)CSc1nnc(-c2cccs2)n1CC1CCCO1 (configuration not stated)	0	101	6	104	6	96	2	1	-5
COc1ccccc1OC(=O)CN1C(=O)c2ccccc2C1=O	-6	118	13	103	-8	98	-10	9	-7
COc1ccc(CCNC(=O)CCC2COc3ccccc3O2)cc1OC (configuration not stated)	3	98	-1	97	-2	90	-35	36	-8
Cc1cccc2c1OCC/C2=N\NC(=O)COc1ccccc1Cl	-5	.	-7	.	2	.	-77	76	-4
COCCNc1nc(SCc2ccccc2)nc2sc3c(c12)CCC3	15	87	-9	82	15	78	-2	3	-3

Ordered by length of the SMILES (smallest number first): 3 of the compounds above.
SMILES	LYP act	Fibroblast inh	S1P2 antag	H69AR growth 86K	PostGolgi ctrl	HUVEC inhibit	sEH activator	sEH inhibitor	S1P2 agonist
Cc1cccc2c1OCC/C2=N\NC(=O)COc1ccccc1Cl	-5	.	-7	.	2	.	-77	76	-4
CC(C)(C)C(=O)CSc1nnc(-c2cccs2)n1CC1CCCO1 (configuration not stated)	0	101	6	104	6	96	2	1	-5
Cc1cc(-c2ccccc2)nc(N2CCC(C(=O)NCc3ccccc3Cl)CC2)n1	1	99	-5	41	.	72	-82	82*	-2

The list continues:
SMILES	LYP act	Fibroblast inh	S1P2 antag	H69AR growth 86K	PostGolgi ctrl	HUVEC inhibit	sEH activator	sEH inhibitor	S1P2 agonist
CCC(=O)N1CCCc2cc(S(=O)(=O)N3CCC(N4CCCCC4)CC3)ccc21	.	91	.	91	17	92	.	.	.
Brc1ccc(OCCCN2CCOCC2)cc1	4	104	-1	94	6	100	-17	15	-3
O=S1(=O)N=C(SCCO)c2ccccc21	3	88	2	81	15	81	-5	6	-6
CCC(C)(C)NC(=O)C(c1cccn1C)N(Cc1ccccc1)C(=O)Cn1nnc2ccccc21 (configuration not stated)	0	104	0	93	15	107	8	-6	-8
Cc1ccc(-n2nnc3c(=O)n(Cc4cccc(C)c4)cnc32)cc1	1	99	-8	102	2	106	-4	7	-2
CCN1CCN(c2nc(-c3cccnc3)nc3ccccc23)CC1	-6	96	-27	80	2	85	-3	6	-4
Cn1c(SCC(=O)NC(C)(C)C)nnc1-c1ccc(C(C)(C)C)cc1	.	99	.	82	-2	89	.	.	.
O=C(CCC(=O)N1CCc2ccccc21)N1CCc2ccccc21	4	94	-15	83	.	94	-11	14	-4
COc1ccccc1C1C(C(C)=O)=C(O)C(=O)N1CCc1ccccc1 (configuration not stated)	-10	104	4	100	7	105	-1	0	-7
OCCNc1ccc(Cl)cc1	-3	99	12	107	-6	101	-4	4	-2
Cc1ccc(OCC(=O)Nc2ccc(Cl)cc2)c(-n2nc3ccccc3n2)c1	-9	.	14	.	-1	.	13	-10	-9
CC(=O)C(=[N+]=[N-])C(=O)NCc1ccccc1	0	99	-11	84	-1	100	0	4	-4
CC(=O)Nc1sc(C)c(C)c1CN1CCN(S(=O)(=O)c2ccccc2)CC1	.	110	.	81	5	93	.	.	.
COC(=O)c1oc2ccc(Br)cc2c1NC(=O)CCN1CCOCC1	-2	103	26	87	8	90	4	-3	-9
Cc1csc(NC(=O)CCN2C(=O)c3ccccc3S2(=O)=O)n1	-3	100	18	93	0	92	0	2	-5
CCOc1ccc(CCNC(=O)C2CCCN(c3nnc(-n4cccc4)s3)C2)cc1OCC (configuration not stated)	1	101	-12	40	7	97	-10	10	-3
COc1ccc(-c2nnc(-c3cccnc3)o2)cc1OC	-1	94	-9	75	-4	90	6	-7	-6
Fc1ccc2[nH]c3c(N4CCN(C5CCCCC5)CC4)ncnc3c2c1	.	89	.	58	-3	80	.	.	.
Cc1ccccc1-c1nc(CN2CCC(C(=O)NCC3CCCO3)CC2)c(C)o1 (configuration not stated)	-5	101	-3	82	7	102	-7	9	-4

Some of the compounds tested; the hit share may differ from the screen's.
